GSK3A inh: blocks human GSK-3 alpha kinase; ADP-Glo luminescence, 60 min; inhibition, % at 10 µM; 320,000 tested, 0.1% active; AID 2650;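 in the data active = inhibition above about 50%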;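 note: GST-tagged GSK-3 alpha with peptide substrate and 25 µM ATP; 0% = DMSO neutral wells and 100% = GW8510 positive control wells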
Target sequence (P49840 whole entry, looked up): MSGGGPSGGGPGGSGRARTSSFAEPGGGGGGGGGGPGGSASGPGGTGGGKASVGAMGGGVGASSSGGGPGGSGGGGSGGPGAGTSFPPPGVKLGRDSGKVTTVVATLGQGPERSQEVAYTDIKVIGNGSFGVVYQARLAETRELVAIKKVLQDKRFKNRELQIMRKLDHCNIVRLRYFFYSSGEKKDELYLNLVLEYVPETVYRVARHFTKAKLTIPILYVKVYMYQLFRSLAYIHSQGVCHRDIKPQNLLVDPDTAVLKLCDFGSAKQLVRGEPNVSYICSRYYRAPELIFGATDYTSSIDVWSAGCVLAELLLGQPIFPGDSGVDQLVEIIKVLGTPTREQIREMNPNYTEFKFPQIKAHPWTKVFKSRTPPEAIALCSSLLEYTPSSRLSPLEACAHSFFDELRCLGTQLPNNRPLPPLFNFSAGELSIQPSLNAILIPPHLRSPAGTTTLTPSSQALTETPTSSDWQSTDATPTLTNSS
aSyn UTR inh: MLPCN primary screen, SNCA 5' untranslated region; AID 1813; inhibition, % (tested at 7.5 µM); alpha-synuclein 5'UTR reporter, inhibitor activity; 300,000 tested, 0.82% active; in the data active = inhibition above about 60%;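 note: H4 neuroglioblastoma cells stably carrying SNCA 5'UTR luciferase fusion; 0% = DMSO wells and 100% = positive control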
KLF5 inhibitor: suppresses KLF5 promoter-driven expression | DLD-1 KLF5 promoter-luciferase reporter, luminescence | inhibition, % at 5 µM | 290,000 tested, 0.23% active | AID 1700;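 active = inhibition above a per-plate limit of that plate's mean compound inhibition plus 3 SD, cut at about 60% in these data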;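 note: 0% = DMSO wells and 100% = LY294002 at 200 µM; higher means less KLF5 promoter-driven luciferase light; inactives centre near -14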
HSF1 activator: increases HSF-1 driven luciferase reporter signal; NIH3T3-HGL HSF-1 luciferase reporter, MG132, 8 h; 100% = twice DMSO control signal; activation, % at 9 µM; 300,000 tested, 1.7% active; AID 504408;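 active = mean replicate activation of at least 50% with a set share of replicates each reaching 50%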;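 note: 0% = median of the neutral control wells and 100% = twice that signal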
GSK3beta inhib: human GSK3beta kinase inhibition; AID 2097; P49841; 300,000 tested, 0.038% active; activity score (negative = inhibition), % at 10 µM; GST-GSK3beta kinase, ADP-Glo luminescence, 60 min; hits give low values;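 active = more than half of replicate wells score below -50%, meaning over 50% inhibition versus plate controls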;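 note: 0% = median DMSO wells and -100% = median GW8510 positive control wells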
Target sequence (P49841 whole entry, looked up): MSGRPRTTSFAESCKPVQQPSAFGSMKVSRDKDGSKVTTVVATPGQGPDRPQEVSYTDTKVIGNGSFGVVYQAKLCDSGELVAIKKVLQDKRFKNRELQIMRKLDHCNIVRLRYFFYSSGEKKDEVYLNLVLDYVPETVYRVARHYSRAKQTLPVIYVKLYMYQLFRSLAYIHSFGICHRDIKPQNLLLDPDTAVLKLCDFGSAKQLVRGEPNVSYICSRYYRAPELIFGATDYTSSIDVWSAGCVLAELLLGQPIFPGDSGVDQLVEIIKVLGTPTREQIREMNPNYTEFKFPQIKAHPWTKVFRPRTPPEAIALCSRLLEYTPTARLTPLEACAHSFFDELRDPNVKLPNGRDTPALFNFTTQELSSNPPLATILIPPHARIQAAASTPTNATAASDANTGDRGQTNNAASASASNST
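Assay system: GST-tagged human GSK3beta kinase, cell-free; Input: 1.6 ng GSK3beta; Medium: Tris/MgCl2 kinase buffer; Timing: 60 min enzyme reaction, room temperature; Signal: ADP-Glo luminescence quantifying ADP generated by kinase; Evaluation: score relative to plate controls; Benchmarks: DMSO neutral wells and GW8510 at 20 µM as positive.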
HIF activator: HIF pathway transcriptional activation | U2OS HRE-luciferase reporter, luminescence; normalized: DMSO 0%, desferrioxamine 100% | activation, % at 7.5 µM (by protocol) | 300,000 tested, 0.32% active | AID 1910;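 active = mean activation of at least 10% of the iron chelator positive control signal, with at least half of replicates also reaching 10%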
IEC-6 tox: IEC-6 cytotoxicity, counter-screen for KLF5 inhibitors; luminescence viability; inhibition, % at 5 µM; 290,000 tested, 0.78% active; AID 1825; in the data active = inhibition above about 22%;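 note: 0% = plate median of test compound wells and 100% = cytotoxic reference compound wells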
AI-2 QS mod: modulators of Vibrio harveyi AI-2 quorum sensing system | Vibrio harveyi JMH597 AI-2 luminescence/OD600 ratio, 9 h; hits give low values; strain lacks LuxN and CqsS sensors; 0 = neutral-control median | AID 2094 | activity change, % at 7.5 µM | 300,000 tested, 0.4% active; in the data active = activity change below about -75%, passing the limit was not always enough;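 note: luminescence divided by OD600 gain over 9 h not by final OD600 alone; inactives centre near 13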
HSP90 refold inh: HSP90 refolding inhibition in rabbit reticulocyte lysate; inhibition, % at 5.6 µM; luciferase refolding luminescence, 3 h; 290,000 tested, 0.91% active;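 active = inhibition above the screen-wide mean plus 3 SD, computed separately per campaign, cut at about 16% in these data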;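 note: 0% = DMSO wells and 100% = 60 µM geldanamycin wells; inhibitors lower the luminescence because luciferase stays unfolded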
HSF1 inh: HSF1 inhibition | NIH3T3-HGL HSE-luciferase, MG132-induced, luminescence 8 h; hits give low values | activity change, negative = inhibition, % at 7.5 µM (by protocol) | 300,000 tested, 0.77% active;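 active = more than half of replicate wells show activity change below -50%, luminescence cut by over half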;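 note: luciferase reports HSF-1 transcriptional activity via heat shock element; 0% = median of DMSO wells and -100% = zero luminescence signal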
* marks the source's active call; other numbers are inactive results; x = no result given.

SMILES | GSK3A inh | aSyn UTR inh | KLF5 inhibitor | HSF1 activator | GSK3beta inhib | HIF activator | IEC-6 tox | AI-2 QS mod | HSP90 refold inh | HSF1 inh
Cc1onc(-c2ccccc2Cl)c1C(=O)Nc1ncn[nH]1 | 10 | 13 | -20 | -6 | 3 | 0.3 | 1 | 16 | 6 | -2
O=C(CCS(=O)(=O)Cc1ccc(Cl)cc1)NCCCN1CCOCC1 | 0 | 4 | -5 | 14 | -1 | -0.1 | 0 | 29 | 4 | -4
CCC(=O)N(Cc1cc2cc(OC)ccc2[nH]c1=O)c1ccccc1C | 0 | -7 | 4 | 5 | 3 | 0.1 | 3 | 4 | -1 | -7
CCCOc1ccc(-c2cc(C(F)(F)F)c(C#N)c(SCC(=O)O)n2)cc1 | -6 | -19 | -35 | 6 | 6 | -0.4 | 8 | 9 | -4 | 5
O=C(C1CCN(S(=O)(=O)c2ccc(F)cc2)CC1)N1CC=C(c2ccccc2)CC1 | 1 | 2 | 2 | -3 | 0 | -0.3 | -3 | 13 | 0 | -5
O=C(Cc1ccc(F)cc1)c1ccc(O)cc1O | 1 | -45 | -88 | 6 | 1 | 0.4 | 6 | -42 | -3 | -2
CC(=O)n1nc(-c2cccnc2)nc1N | 1 | -8 | -18 | -5 | 2 | -0.4 | -8 | 8 | -2 | 2
O=C(Nc1ccncc1)Nc1ccncc1 | 5 | -1 | -4 | -1 | -3 | 0.4 | -4 | 21 | 1 | -2
COc1ccc2c(c1)C(=O)[C@H](O)[C@@H](c1ccc(OC)c(Br)c1)O2 | -3 | 39 | -19 | -4 | 3 | 7.8 | -1 | 9 | -2 | 1
CCc1cc(=O)oc2cc(O[C@@H]3O[C@H](CO)[C@@H](O)[C@H](O)[C@H]3O)c(Cl)cc12 | -3 | -2 | -35 | 6 | 2 | 0.8 | -5 | -1 | -4 | -2
COc1cc(NC(=O)CSc2ccccc2)c(C(=O)O)cc1OC | -3 | -18 | 20 | -10 | -1 | -0.2 | -4 | 3 | 1 | -1
Cc1ccc(OCC(=O)Nc2ccc(N3CCN(S(C)(=O)=O)CC3)cc2)cc1 | -4 | 1 | 14 | 15 | 0 | 0.6 | 4 | 12 | 2 | 5

Results in aSyn UTR inh, GSK3A inh and AI-2 QS mod, for some of the entries so far:
SMILES	aSyn UTR inh	GSK3A inh	AI-2 QS mod
CC(=O)n1nc(-c2cccnc2)nc1N	-8	1	8
O=C(Nc1ccncc1)Nc1ccncc1	-1	5	21

Going on with the list:
SMILES | GSK3A inh | aSyn UTR inh | KLF5 inhibitor | HSF1 activator | GSK3beta inhib | HIF activator | IEC-6 tox | AI-2 QS mod | HSP90 refold inh | HSF1 inh
CCOC(=O)C1(CCOc2ccccc2)CCN(C(=O)c2ccc(-n3cccn3)cc2)CC1 | 0 | 26 | -41 | x | 0 | -0.4 | 4 | 2 | 1 | x
COc1cccc(-c2cc(C(=O)Nc3ccccc3)c3ccccc3n2)c1 | 0 | 35 | x | 9 | 0 | -0.1 | x | 7 | x | 8
COCCn1cc(C(=O)N2CCC(C)CC2)c2c3ccccc3n(C)c2c1=O | 0 | 5 | -4 | 30 | 1 | -0.6 | -3 | -5 | -1 | 12
COc1ccc(-n2cc(CNCCCn3ccnc3)c(-c3cccc(F)c3)n2)cc1 | -1 | -32 | -51 | 9 | 0 | -0.3 | -2 | 12 | -5 | -2
CNC(=O)NC(=O)C(c1ccccc1)N(C)CC1COc2ccccc2O1 (stereo not drawn) | 0 | 8 | -13 | -3 | 0 | -0.9 | -6 | 25 | -2 | -5
Cc1cc(C)n(CC(O)COc2ccc(C(C)(C)C)cc2)n1 (stereo not drawn) | -9 | -23 | -17 | 19 | 4 | 0.7 | 1 | 14 | -3 | 8
CN(CC(=O)Nc1cccc(F)c1)C(=O)CCCNC(=O)c1ccc(Cl)cc1 | -3 | -91 | x | 16 | 2 | 2.4 | x | 21 | x | 21
COc1cccc(-c2nc(C(=O)NCC3CCCO3)cc3c2[nH]c2ccccc23)c1 (stereo not drawn) | 0 | 2 | -29 | -45 | 0 | -0.2 | -5 | 3 | -1 | -35
OCCNc1nc2ccc(Cl)cc2[nH]1 | -1 | -12 | 9 | 0 | 2 | 0.8 | -2 | 12 | 0 | -1
O=C(Nc1ccc(Cl)c(Cl)c1)c1ccc(Cn2c(=O)[nH]c3ccsc3c2=O)cc1 | -3 | 2 | -19 | 18 | 0 | -0.3 | 0 | 16 | 2 | 1
Cc1ccc(NC(=O)/C(=C/c2cccs2)NC(=O)c2ccco2)cc1 | -2 | 2 | -11 | -12 | 0 | 0.4 | -2 | 10 | -2 | -7
CCCNC(=O)c1c(O)c2c([nH]c1=O)CCCC2 | -2 | -77 | -12 | 46 | -8 | 0.0 | 2 | 45 | -4 | 19
O/N=C/C1=C(Cl)c2ccccc2CC1 | -2 | -23 | -28 | -6 | 3 | 0.5 | -6 | 12 | -1 | -4
O=C(NCc1ccccc1)C(=O)NCC1OCCN1S(=O)(=O)c1ccc(Br)cc1 (stereo not drawn) | 1 | 3 | -32 | -6 | 1 | 0.0 | -2 | 3 | 0 | 5
CCCCn1c(SCC(=O)Nc2ccc3c(c2)CCC3)nc2ccccc2c1=O | -2 | 31 | -4 | 11 | 0 | -0.1 | 0 | 20 | -4 | 4
CN1C(C(=O)Nc2cccc(O)c2)=CC(c2cccs2)=NS1(=O)=O | 14 | -33 | -4 | 20 | -6 | -0.2 | 2 | -2 | -1 | -3
Cc1cc2nc(-c3ccc(SCC(=O)N4CCN(C(=O)c5ccco5)CC4)nc3)[nH]c2cc1C | 1 | -88 | -86 | 20 | -6 | 0.7 | 7 | 20 | -3 | 1
Cc1nc2ccccc2c2oc(C(=O)NCc3ccc4c(c3)OCO4)cc12 | 2 | -35 | -18 | 9 | 1 | 0.0 | 7 | 27 | 1 | 8
N#C/C(=C\c1ccc(-c2ccc(S(=O)(=O)N3CCOCC3)cc2)o1)C(=O)NC1CC1 | -1 | x | -16 | x | x | x | 1 | x | 2 | x
Cc1cccc(C(=O)NC(=S)Nc2c(C)n(C)n(-c3ccccc3)c2=O)c1 | 1 | 14 | -7 | -7 | -1 | -2.2 | 0 | 25 | -1 | 1
CCOC(=O)c1c(C)n(-c2ccccc2)c2ccc(O)c(CN(C)C)c12 | 3 | -2 | -24 | 5 | -5 | -0.6 | 3 | 25 | -3 | 2
O=C(CN1CCCCC1)Nc1ccccc1Oc1ccccc1 | 2 | x | 1 | x | -2 | x | -4 | 9 | -1 | x
CCCCCCS(=O)[C@H]1CS(=O)(=O)C[C@@H]1S(=O)CCCCCC (stereo partly drawn) | -1 | -6 | 2 | -4 | 2 | -0.1 | -2 | 13 | 2 | -5
COC(=O)Cc1nc2ccccc2[nH]1 | 0 | 0 | -46 | -2 | 1 | 0.2 | -2 | 14 | 0 | -2
Cc1noc(C)c1C(=O)NCCC1=CCCCC1 | -2 | -3 | -9 | -9 | 31 | -0.3 | -6 | -11 | -4 | -2
CN(CC(=O)Nc1cccc(F)c1)C(=O)CC1CC2CCC1C2 (stereo not drawn) | -1 | -7 | -10 | -6 | 2 | -1.2 | 3 | 26 | -4 | 1
COC(=O)c1ccc(C(=O)Nc2cc(Cl)ccc2Cl)cc1NC(=O)c1ccccc1C | 0 | x | -4 | x | -1 | x | -5 | 15 | -1 | x
O=C(CCC(=O)Nc1nnc(C2CCCCC2)s1)NCc1cccs1 | -23 | 0 | -20 | -7 | -1 | 1.2 | 4 | -3 | 0 | 1
COC(=O)c1cccnc1-n1c(=O)c2cccnc2n(Cc2cccc([N+](=O)[O-])c2)c1=O | 2 | 9 | -10 | x | -3 | x | 8 | -1 | 0 | x
O=C(/C(=N/N=C/c1ccc(O)c(O)c1O)c1ccccc1)c1ccccc1 | 2 | 26 | -12 | -19 | 0 | 0.0 | -1 | -35 | -3 | -1
CCCCCOC(=O)c1ccccc1C(=O)O | -1 | 13 | -5 | -1 | 1 | -0.1 | -7 | 28 | 0 | 0
CCn1c(C)nc2cc(C(=O)NNC(=O)c3ccc(Cl)nc3)ccc21 | 2 | -2 | -18 | 14 | -1 | 0.0 | -7 | 1 | 2 | 2
O=C(CN1CCC(n2nnc3cc(F)ccc32)CC1)NCCc1ccccc1 | -1 | -49 | -66 | 7 | 1 | 0.7 | -8 | 0 | -5 | -7
CCOc1ccccc1CNC(=O)CCN1C(=O)COc2ccccc21 | -1 | 12 | -1 | -2 | 1 | -0.5 | 5 | 33 | 2 | -4
CO[C@H]1O[C@H](CBr)[C@@H](OC(=O)c2ccccc2)[C@H](O)[C@H]1O | 3 | 8 | x | -7 | 6 | -0.7 | x | 17 | x | -7
O=C(COc1ccc(Cl)cc1Cl)Nn1c(=S)[nH]c2ncccc2c1=O | -2 | -26 | -11 | -4 | 0 | -0.2 | 2 | 21 | 0 | -3
Cc1[nH]c(C)c(S(=O)(=O)N2CCC(C)CC2)c1C(=O)N1CCCC1 | 0 | 5 | 7 | -3 | 1 | -0.1 | -6 | 15 | -1 | -2
COc1ccc(NC(=O)C(c2ccc(OC)cc2)N(C)C(=O)Cc2cccs2)cc1 (stereo not drawn) | -2 | -2 | -23 | -6 | 3 | -0.1 | -2 | 5 | -2 | -9
O=C(CSc1nnc(CNC(=O)c2ccc(F)cc2)o1)Nc1nccs1 | 0 | -8 | -44 | 12 | 1 | -0.1 | -9 | 21 | 1 | 1
S=C(Nc1ccccn1)NC1CCCCC1 | -3 | 10 | -21 | -2 | 1 | 0.0 | 7 | 13 | 0 | -1
COc1cccc(C(=O)NC2CCCN(C3Cc4ccccc4C3)C2)c1OC (stereo not drawn) | -2 | 14 | -12 | 27 | 5 | 0.5 | -2 | 6 | -5 | 1
FC(F)(F)c1nnc2ccc(N3CCCCC3)nn12 | 2 | 6 | x | 17 | -15 | 0.2 | x | -14 | x | 2
CCOC(=O)c1[nH]c(C)c(C(=O)NCCN2CCOCC2)c1C | x | 2 | -13 | -1 | -4 | -0.1 | 10 | -5 | 2 | 0
COc1cc(OC)c2cc(C(=O)N/N=C/c3cccc(OC)c3O)[nH]c2c1 | -2 | 47 | 39 | 11 | 1 | 3.6 | 3 | -13 | -3 | -1
Cc1noc2ncnc(Oc3ccc4ccccc4c3)c12 | -1 | -21 | -38 | 4 | 3 | 0.2 | -7 | 6 | -3 | 2
Cc1ccc2cc(CN(Cc3ccco3)C(=O)NC3CCCCC3)c(=O)[nH]c2c1C | 1 | 37 | -39 | 5 | 2 | -0.4 | 0 | 16 | -3 | 4
Cc1cc(NC(=O)CCC(=O)N(CC(=O)NCC2CCCO2)c2ccc(Cl)c(Cl)c2)no1 (stereo not drawn) | 2 | -16 | -20 | 16 | -1 | -0.2 | 1 | -4 | -1 | -5
CCn1c(COc2ccc3c(c2)OCO3)nnc1SCC(=O)c1ccccc1 | 2 | 7 | -1 | -2 | -1 | 0.2 | -3 | 22 | 1 | 5
CCCCCC(=O)Nc1ccc(-c2nnc3n2CCCCC3)cc1 | -7 | -21 | -9 | -4 | 2 | 0.0 | 5 | 57 | -2 | -1
Cc1cccc(OCCCC(=O)Nc2ccc(S(=O)(=O)Nc3onc(C)c3C)cc2)c1 | x | 10 | 25 | -11 | 5 | -0.1 | 1 | 22 | -4 | 4
